Bioassay records deposited in PubChem BioAssay by several laboratories.
CAL PDZ FP-1 – inhibitors of human CAL PDZ peptide binding; inhibition, % at 24.9 µM; 300,000 compounds, 0.92% hits; Q9HD26; AID 602252; purified CAL PDZ, TMR-peptide fluorescence polarization, 1 h;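 active means mean inhibition of at least 30% with at least half of replicates also reaching 30%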;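 further: 0% = DMSO neutral control and 100% = excess unlabeled competitor peptide PRC23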
Pemphigus Ab inh – human desmoglein-3 autoantibody binding inhibition; P32926; DSG3-coupled beads, scFv-anti-DSG3-GFP binding, flow cytometry; hits give low values; binding (percent of control), % at 10 µM; 310,000 compounds, 0.48% hits;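 active means binding more than 3 SD below its plate's average and above zero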;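 further: hits lower antibody fragment binding to DSG3; some compounds called inactive have numbers as strong as hits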
Target sequence (P32926 whole entry, looked up, the tested form may be a part): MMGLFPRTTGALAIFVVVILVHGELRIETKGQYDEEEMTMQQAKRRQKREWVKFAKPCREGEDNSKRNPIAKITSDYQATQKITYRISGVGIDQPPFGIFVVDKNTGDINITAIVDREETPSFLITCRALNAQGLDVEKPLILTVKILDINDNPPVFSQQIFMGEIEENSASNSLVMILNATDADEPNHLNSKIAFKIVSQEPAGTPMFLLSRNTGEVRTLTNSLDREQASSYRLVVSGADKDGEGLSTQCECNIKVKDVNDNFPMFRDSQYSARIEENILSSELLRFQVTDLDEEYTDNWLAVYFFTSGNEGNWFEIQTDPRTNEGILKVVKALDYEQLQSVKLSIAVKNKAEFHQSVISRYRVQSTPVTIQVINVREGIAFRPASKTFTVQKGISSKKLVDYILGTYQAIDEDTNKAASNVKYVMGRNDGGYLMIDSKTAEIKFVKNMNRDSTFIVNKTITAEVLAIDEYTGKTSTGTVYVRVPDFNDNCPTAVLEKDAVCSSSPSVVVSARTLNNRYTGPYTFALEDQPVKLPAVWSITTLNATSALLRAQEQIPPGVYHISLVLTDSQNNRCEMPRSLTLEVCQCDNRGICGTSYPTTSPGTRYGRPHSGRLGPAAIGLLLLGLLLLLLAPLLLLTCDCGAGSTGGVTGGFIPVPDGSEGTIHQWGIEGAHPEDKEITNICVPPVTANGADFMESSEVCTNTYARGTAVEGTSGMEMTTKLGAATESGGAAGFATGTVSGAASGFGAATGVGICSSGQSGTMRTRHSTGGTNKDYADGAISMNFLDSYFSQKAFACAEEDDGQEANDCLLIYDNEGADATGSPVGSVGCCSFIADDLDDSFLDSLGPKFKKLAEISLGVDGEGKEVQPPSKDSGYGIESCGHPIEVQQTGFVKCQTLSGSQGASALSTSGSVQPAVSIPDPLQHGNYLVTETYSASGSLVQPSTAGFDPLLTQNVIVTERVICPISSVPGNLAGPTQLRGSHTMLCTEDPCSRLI
V-ATPase pHluor – alters yeast V-ATPase proton transport | S. cerevisiae, pHLuorin cytosolic pH fluorescence | 350,000 compounds, 0.37% hits | response, % at 10 µM; in the data active means response mostly above about 7.3%, no sharp cut-off; inactive means mostly below about 5.4%; further: actives read high; inactives centre near 0; some compounds called inactive have numbers as strong as hits
DAGLB inh – blocks human DAGLB lipase activity; HEK293T DAGLB membrane lysate, EnzChek fluorogenic substrate; inhibition, % at 5.17 µM; 340,000 compounds, 0.059% hits; in the data active means inhibition above about 34%;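 further: 0% = enzyme with vehicle and 100% = wells lacking enzyme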
C-LANA FP – inhibitors of KSHV LANA C-terminal domain DNA binding. MBP-C-LANA/FAM-LBS DNA binding, fluorescence polarization. inhibition, % at 9 µM. 340,000 compounds, 0.078% hits;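 active means highest replicate inhibition at or above 60% at 9 µM, even if other replicates fall short; inactive means all replicates below 60% inhibition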;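 further: 0% = neutral control wells and 100% = 4 µM acridine orange control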
Arrestin-AP2 inh – inhibitors of human beta-arrestin and AP2 interaction. FITC-arrestin peptide / GST-AP2 beads, flow cytometry; AP2 beta2 appendage carries R879A mutation. inhibition, % at 10 µM. 340,000 compounds, 0.31% hits. AID 504490;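 active means inhibition above a set limit, near 3 SD of compounds lacking own fluorescence, cut at about 54% in these data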;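 further: plate controls were DMSO wells for no effect and 5 µM unlabelled arrestin peptide for full effect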
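System: GST-AP2 R879A glutathione beads | Also added: FITC-arrestin peptide, 50 nM | Times: 12 min plus 1 h, RT | Signal: Bead flow cytometry, FITC channel | Buffer or medium: PBS with 0.05% Tween 20 and 0.1% BSA | Read-out basis: Percent drop in bead-associated FITC signal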
RTF Ca sens inh – cardiac RTF calcium desensitization; P19429+P45379; IANBD-labeled cardiac RTF, Ca2+ fluorescence; inhibition, % at 7.15 µM; 340,000 compounds, 0.12% hits; AID 493244;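 active means inhibition above the mean inhibition of all tested compounds plus 3 SD, cut at about 17% in these data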;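 further: assay run at fixed EC70 calcium of 1.6 mM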
CAL PDZ FP-2 – blocks peptide binding to human CAL PDZ domain. Q9HD26. purified CAL PDZ, TMR-peptide fluorescence polarization, 1 h. inhibition, % at 20 µM. 330,000 compounds, 0.02% hits. AID 504414;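 active means highest replicate inhibition of at least 40%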;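 further: plate controls were DMSO neutral control wells for no effect and unlabeled competitor peptide control wells for full effect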
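Material – purified CerCALP PDZ construct · Detection – FP readout, S and P plane fluorescence · Measure – percent inhibition from loss of millipolarization · Controls – unlabelled peptide for full inhibition, DMSO wells as neutral · Probe or stimulus – TMR-labelled reporter peptide T*-PRC34 bound in PDZ groove · Times – 1 h at RT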
Keap1-Nrf2 PPI – disrupts human Keap1 binding to Nrf2 peptide; Q14145; Keap1 Kelch-Nrf2 peptide fluorescence polarization, 1536-well; AID 504523; 340,000 compounds, 0.15% hits; inhibition, % at 9.4 µM; in the data active means inhibition above about 12%;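 further: human Keap1 Kelch domain with fluorescein labeled Nrf2 9mer peptide probe; 0% = neutral control wells and 100% = peptide positive control; higher means more block of Keap1 binding to Nrf2 peptide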
NSD2 inh – blocks human histone methyltransferase NSD2; 310,000 compounds, 0.54% hits; NSD2 peptide methylation, AlphaScreen, 120 min; O96028; AID 743445; inhibition, % at 12.5 µM; in the data active means inhibition above about 50%
An asterisk follows results filed as active; / = no result given.

Under each structure – CAL PDZ FP-1	Pemphigus Ab inh	V-ATPase pHluor	DAGLB inh	C-LANA FP	Arrestin-AP2 inh	RTF Ca sens inh	CAL PDZ FP-2	Keap1-Nrf2 PPI	NSD2 inh
- CC(=O)Oc1cc2oc(=O)cc(C)c2cc1Cl
    -3	115	-6	-6	-0.4	20	-1	-1.5	-4	0
- CCOc1ccc(S(=O)(=O)NCc2ccco2)cc1
    -3	84	-3	-1	-1.2	-3	-1	-0.3	-2	-1
- CC1CCN(S(=O)(=O)c2ccc3c(c2)C(=NO)c2cc(S(=O)(=O)N4CCC(C)CC4)ccc2-3)CC1
    -1	94	/	-3	1.6	-4	3	-2.0	-4	-1
- O=C(NNC(=S)NCC1CCCO1)c1ccc(S(=O)(=O)N2CCOCC2)cc1 (stereo not given)
    -5	103	0	1	-0.8	0	-6	-1.4	5	-3
- O=C(O)c1ccc([N+](=O)[O-])cc1-c1cc([N+](=O)[O-])ccc1C(=O)O
    -3	107	-2	-1	-2.7	6	-6	-0.1	5	1
- CC[C@H](CO)Nc1nc(Nc2cccc(Cl)c2)c2ncn(C(C)C)c2n1
    -4	/	2	0	1.1	8	-6	-0.5	-2	/
- CN(C(=O)C1CCN(S(=O)(=O)c2cccs2)CC1)C1CCCCC1
    -4	80	1	1	0.2	12	-1	-1.0	2	-1
- CCOc1ccsc1C(=O)NNC(=O)c1ccco1
    /	/	3	-2	-0.2	28	0	0.0	-1	0
- O=C(NCc1cccnc1)c1ccc(NS(=O)(=O)c2ccccc2)cc1
    -4	105	9	0	-2.5	-5	-1	-0.4	-4	-1
- CCOC(=O)c1[nH]c(C)c(C(=O)OCC(=O)N2c3ccccc3CC2C)c1C (stereo not given)
    /	100	5	-2	1.1	-5	-9	-2.3	-4	0
- O=C(CNC(=O)c1cccs1)N/N=C/c1ccco1
    3	96	1	-1	-1.3	-13	3	-0.4	-2	-3
- COc1ccc(-c2c3c(nc4sc(C(=O)Nc5ccccc5)c(N)c24)CCC3)cc1
    -5	104	-1	-1	1.3	17	2	-0.5	-3	1
- CCN(c1ccccc1)S(=O)(=O)c1ccc(OCC(=O)N2CCCC2)cc1
    0	/	-3	-3	-1.0	11	-5	-1.1	3	0
- Cc1cccc(OCCCSc2nc3ccccc3[nH]2)c1
    -2	107	-1	-3	-3.2	28	-9	0.1	1	12
- N#Cc1c2ccc(OCC(=O)NCc3ccco3)cc2n2ccccc12
    17	89	-4	-1	1.0	-3	-3	-1.2	0	6
- CCOC(=O)c1ccc(N/C(=N\S(=O)(=O)c2ccc(F)cc2F)c2ccccc2)cc1
    -7	125	1	-3	0.7	7	8	-1.2	4	0
- O=S1(=O)CCOC[C@H](Cc2ccccc2)N1Cc1cccc(F)c1
    1	104	-2	-1	-1.1	9	-7	-0.4	-3	/
- CCCn1c(SCC(=O)NC2CC2)nnc1-c1cccs1
    -3	/	1	-1	0.1	-24	-4	-1.5	-4	-1
- CCOC(=O)c1ccc(N2Cc3ccccc3C2=NC(=O)c2cccc([N+](=O)[O-])c2)cc1
    -1	89	-1	-2	0.6	33	2	-2.9	-1	-1
- CC(Oc1ccc(Cl)cc1)C(=O)N/N=C/c1ccsc1 (stereo not given)
    -1	102	-1	-1	-2.4	6	-1	-0.4	3	-2
- CCn1c(C)nc2cc(C(=O)NNC(=S)Nc3ccccc3Cl)ccc21
    -5	104	-1	1	0.9	29	-4	-0.9	-5	1
- O=C(CCn1c2c(c3ccccc31)CCCC2)NNC(=O)c1ccccc1Cl
    -1	111	7	-2	1.0	10	-2	0.2	-7	2
- CC(=O)NC1C(=O)N=C(SCC(=O)Nc2ccc(C(F)(F)F)cc2Cl)NC1=O (stereo not given)
    -3	97	0	-4	-1.0	-7	-19	-2.4	-4	4
- O=C(Nc1nc(-c2cccs2)cs1)C1=COCCO1
    -4	102	0	-3	-2.5	10	6	-1.1	-2	0
- COc1ccc(NC(=O)CNc2cc(C)ccc2C)cc1S(=O)(=O)N1CCOCC1
    -1	99	-2	-2	0.4	21	0	-0.6	3	11
- Cc1ccc2c(C)c(C(=O)N3CCCCC3CO)oc2c1C (stereo not given)
    5	/	0	0	15	-8	-4	-0.8	2	0
- CN(C(=O)c1ccncc1)C1CC(C)(C)N(O)C(C)(C)C1
    -7	112	2	1	-2.5	-6	-1	-0.3	-1	1
- O=C1c2ccccc2C(=O)c2c1cccc2N1CCOCC1
    -1	105	4	22	-1.2	-5	5	-1.0	-3	21
- Cn1nnnc1SCC(=O)NC(C)(C)C
    -3	95	0	-1	-0.3	3	1	1.3	-5	-1
- CCn1cc(CNC(=O)c2ccc3nc(Cc4ccccc4F)oc3c2)cn1
    1	96	0	-1	0.3	-7	-9	-1.0	0	0

Grouped by structure, those above containing a nitro group on carbon.
Under each structure – CAL PDZ FP-1	Pemphigus Ab inh	V-ATPase pHluor	DAGLB inh	C-LANA FP	Arrestin-AP2 inh	RTF Ca sens inh	CAL PDZ FP-2	Keap1-Nrf2 PPI	NSD2 inh
- O=C(O)c1ccc([N+](=O)[O-])cc1-c1cc([N+](=O)[O-])ccc1C(=O)O
    -3	107	-2	-1	-2.7	6	-6	-0.1	5	1
- CCOC(=O)c1ccc(N2Cc3ccccc3C2=NC(=O)c2cccc([N+](=O)[O-])c2)cc1
    -1	89	-1	-2	0.6	33	2	-2.9	-1	-1

(listing goes on)
Under each structure – CAL PDZ FP-1	Pemphigus Ab inh	V-ATPase pHluor	DAGLB inh	C-LANA FP	Arrestin-AP2 inh	RTF Ca sens inh	CAL PDZ FP-2	Keap1-Nrf2 PPI	NSD2 inh
- S=C(Nc1ccccc1)Nc1cc(Cl)ccc1Oc1ccccc1
    -1	/	3	-2	-1.6	25	7	-1.7	0	3
- Cc1[nH]c2ccccc2c1C(=O)COC(=O)c1cccc(S(=O)(=O)N2CCCCC2)c1
    -3	106	-3	-1	-0.2	-2	6	-0.7	-7	0
- COC(=O)C(N)Cc1ccc(O)cc1 (stereo not given)
    -3	103	-1	0	-0.5	16	-2	-3.3	-3	-4
- CCCCCNC(=O)C1c2ccccc2Oc2ccccc21
    1	95	0	-9	-0.3	-6	-4	-3.4	-1	-3
- COc1cccc(-n2nnnc2SCC(=O)Nc2ccc3c(c2)OCCO3)c1
    /	97	-4	-4	0.5	-6	-3	0.2	-4	-2
- CCC(C)[C@H](NC(=O)[C@H](Cc1ccccc1)n1c(=O)[nH]c2ccccc2c1=O)C(=O)NCC1CCC(C(=O)O)CC1 (stereo not given in full)
    1	101	2	-3	-1.0	11	0	0.8	-3	/
- Cc1cc(C(=O)CSc2nnc(-c3ccccc3F)o2)c(C)n1Cc1cccs1
    -5	98	-4	-8	-1.0	-6	-10	-0.3	-5	1
- O=C(NC(=S)Nc1ccc(F)cc1)C1CCCCC1
    -6	/	4	-11	0.9	-8	-4	-2.2	-1	0
- CCOc1ccc(C(=O)NCc2cccs2)cc1
    -4	/	-4	-6	0.0	15	-2	1.6	-2	0
- C=CCC[C@@H](Cc1ccc(F)cc1)C(=O)OC[C@@H](Cc1ccccc1)NC(=O)[C@H](CC=C)CC(=O)NCCO
    0	110	0	-2	0.6	3	-5	1.2	-1	/
- COc1ccc(/C=N/NC(=O)c2ccc(N(C)S(=O)(=O)c3ccccc3)cc2)c(OC)c1
    -1	100	1	-2	-0.2	16	4	-3.4	-5	2
- Cc1ccnc(NC(c2cccnc2)c2ccc3cccnc3c2O)c1 (stereo not given)
    -1	104	-1	7	0.0	4	-5	-2.7	-22	0
- CCOCCCN1C(=O)CN(C2CCCCCC2)C(=O)C1c1ccc(OC)cc1 (stereo not given)
    -1	100	-3	1	-0.2	0	1	-0.2	-4	1
- Cn1nc(OCCOc2ccccc2)ccc1=O
    -3	100	0	0	-1.2	1	2	0.6	0	-1
- Cc1ccc(-n2ncc3c(=O)n(CC#N)cnc32)cc1C
    -3	114	-1	2	0.4	-1	-10	/	-7	0
- O=C(CSc1nnc(SCc2ccccc2)s1)N/N=C/C=C/c1ccccc1[N+](=O)[O-]
    -2	105	2	-4	1.7	-3	-13	-0.2	0	20
- Cc1ccc(C(=O)C[n+]2cccc3cc(C)ccc32)cc1
    -3	205	0	-4	5.6	-5	-9	0.7	-3	7
- CCOc1cc(C2NC(=O)CCC2[N+](=O)[O-])cc(Br)c1OCC (stereo not given)
    0	90	2	-2	3.0	-22	-14	-0.3	2	2
- CCOc1ccc(Cc2nnc(SCC(=O)c3ccc(OC)cc3)o2)cc1
    -1	100	2	-9	-1.2	5	-3	-1.8	3	-1
- Cc1ccc(-c2nc3c(c(=O)c4ccccc4n3C)c(=O)n2Cc2ccco2)cc1
    -5	97	-3	0	1.0	1	-9	-16	-3	1

Sorted by count of non-hydrogen atoms (smallest number first): three of the compounds above
Under each structure – CAL PDZ FP-1	Pemphigus Ab inh	V-ATPase pHluor	DAGLB inh	C-LANA FP	Arrestin-AP2 inh	RTF Ca sens inh	CAL PDZ FP-2	Keap1-Nrf2 PPI	NSD2 inh
- Cc1ccc2c(C)c(C(=O)N3CCCCC3CO)oc2c1C (stereo not given)
    5	/	0	0	15	-8	-4	-0.8	2	0
- CN(C(=O)C1CCN(S(=O)(=O)c2cccs2)CC1)C1CCCCC1
    -4	80	1	1	0.2	12	-1	-1.0	2	-1
- COc1ccc(/C=N/NC(=O)c2ccc(N(C)S(=O)(=O)c3ccccc3)cc2)c(OC)c1
    -1	100	1	-2	-0.2	16	4	-3.4	-5	2

5 records drawn at random from those above:
Under each structure – CAL PDZ FP-1	Pemphigus Ab inh	V-ATPase pHluor	DAGLB inh	C-LANA FP	Arrestin-AP2 inh	RTF Ca sens inh	CAL PDZ FP-2	Keap1-Nrf2 PPI	NSD2 inh
- COC(=O)C(N)Cc1ccc(O)cc1 (stereo not given)
    -3	103	-1	0	-0.5	16	-2	-3.3	-3	-4
- Cc1ccc(C(=O)C[n+]2cccc3cc(C)ccc32)cc1
    -3	205	0	-4	5.6	-5	-9	0.7	-3	7
- Cc1ccc(-n2ncc3c(=O)n(CC#N)cnc32)cc1C
    -3	114	-1	2	0.4	-1	-10	/	-7	0
- O=C(CSc1nnc(SCc2ccccc2)s1)N/N=C/C=C/c1ccccc1[N+](=O)[O-]
    -2	105	2	-4	1.7	-3	-13	-0.2	0	20
- CCOc1ccc(Cc2nnc(SCC(=O)c3ccc(OC)cc3)o2)cc1
    -1	100	2	-9	-1.2	5	-3	-1.8	3	-1

Copied from the list:
For Arrestin-AP2 inh, CCOC(=O)c1[nH]c(C)c(C(=O)OCC(=O)N2c3ccccc3CC2C)c1C (stereo not given) has the entry -5
For V-ATPase pHluor, Cn1nnnc1SCC(=O)NC(C)(C)C has the entry 0
For CAL PDZ FP-2, CC(Oc1ccc(Cl)cc1)C(=O)N/N=C/c1ccsc1 (stereo not given) has the entry -0.4

The list is partial. The share of hits here may be higher or lower than overall.
